From PubChem BioAssay
FXN GAA850 act: FXN promoter activators, primary screen, cell-based, luciferase luminescence, HEK293 lucGAA850; HEK293 lucGAA850 FXN promoter luciferase reporter, 24 h; percent of 10 µM SAHA response; activation, % at 6 µM; 360,000 tested, 0.56% active; AID 540364, 2011;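 active means activation above the average of all compounds screened plus 3 SD, cutoff fixed separately per campaign, cut at about 7.5% in these data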;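 further: 0% = DMSO wells and 100% = 10 µM SAHA wells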
Rev-erbA mod: modulators of Rev-erb alpha DNA binding, primary screen, biochemical, FITC-DNA, fluorescence polarization, uHTS. Rev-erbα–FITC-DNA binding, 90 min. activity, % at 10 µM. 370,000 tested, 0.79% active. AID 1259318, 2017;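 active means activity above about 14%, limit read from the data; passing the limit was not always enough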;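 further: 0% = DMSO wells with 35 nM protein and 100% = DMSO wells with 750 nM protein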
Target sequence (P20393 whole entry, looked up): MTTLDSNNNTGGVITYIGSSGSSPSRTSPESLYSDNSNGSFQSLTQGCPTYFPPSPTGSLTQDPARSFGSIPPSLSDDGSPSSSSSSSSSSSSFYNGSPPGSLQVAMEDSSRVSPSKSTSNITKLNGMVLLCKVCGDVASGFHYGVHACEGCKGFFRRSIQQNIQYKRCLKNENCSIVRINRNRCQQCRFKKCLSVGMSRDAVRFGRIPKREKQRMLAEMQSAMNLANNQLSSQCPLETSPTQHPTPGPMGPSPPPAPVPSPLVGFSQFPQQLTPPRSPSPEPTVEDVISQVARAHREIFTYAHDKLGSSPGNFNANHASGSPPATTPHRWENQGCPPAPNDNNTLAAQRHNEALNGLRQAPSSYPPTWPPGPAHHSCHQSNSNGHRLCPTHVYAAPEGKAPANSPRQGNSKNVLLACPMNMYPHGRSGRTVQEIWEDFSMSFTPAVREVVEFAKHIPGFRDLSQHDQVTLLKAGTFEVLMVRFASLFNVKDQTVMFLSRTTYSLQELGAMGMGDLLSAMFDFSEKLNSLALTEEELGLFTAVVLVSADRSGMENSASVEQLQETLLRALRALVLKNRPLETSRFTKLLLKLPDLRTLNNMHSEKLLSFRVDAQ
HGIII-sPLA2 inh: human group III sPLA2 inhibitors, primary screen, biochemical, QFRET, BODIPY PC-A2 liposome substrate | Group 3 secretory phospholipase A2 (Homo sapiens), Q9NZ20 | QFRET BODIPY PC-A2 liposome hydrolysis, fluorescence | inhibition, % at 12.2 µM | 370,000 tested, 0.56% active | AID 743126, 2013;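 active means inhibition above mean plus 3 SD of compounds lying within the high and low control bounds, cut at about 19% in these data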;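 further: 0% = median of test compound wells and 100% = no enzyme DMSO wells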
PLCb3 inh: human PLC-beta3 inhibitors, primary screen, biochemical, fluorescence; 1-phosphatidylinositol 4,5-bisphosphate phosphodiesterase beta-3 (Homo sapiens), Q01970; Purified PLC-beta3, fluorogenic substrate; inhibition, % at 12.2 µM; 370,000 tested, 0.18% active; in the data active means inhibition above about 11%;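 further: 0% = median of compound wells on plate and 100% = full blocker control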
DAX1 inh-1: DAX1 (NR0B1) inhibitors, primary screen, cell-based, HEK293, Gal4-DAX1, luciferase luminescence; inhibition, % at 6.75 µM; HEK293 Gal4-DAX1 luciferase reporter; 340,000 tested, 0.99% active; AID 504766, 2011; Nuclear receptor subfamily 0 group B member 1 (Homo sapiens), P51843;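 active means inhibition above the mean over all tested compounds plus 3 SD, cut at about 4.2% in these data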;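 further: 0% = DAX1-transfected cells with DMSO and 100% = empty-vector control cells with DMSO; inhibition shows as a rise in luminescence from relieved DAX1 repression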
Target sequence (P51843 207-470 limits assumed): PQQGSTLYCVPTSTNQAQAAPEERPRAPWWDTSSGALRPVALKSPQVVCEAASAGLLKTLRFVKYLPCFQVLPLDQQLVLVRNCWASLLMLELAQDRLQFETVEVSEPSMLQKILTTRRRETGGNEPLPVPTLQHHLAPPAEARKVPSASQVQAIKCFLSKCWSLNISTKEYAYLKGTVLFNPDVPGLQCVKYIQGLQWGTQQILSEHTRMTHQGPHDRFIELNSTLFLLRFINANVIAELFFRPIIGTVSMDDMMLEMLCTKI
ssDAF-12 act: S. stercoralis DAF-12 nuclear receptor activators, primary screen, cell-based, luminescence, HEK293, GRIP1 co-expression, lit1-tk-luc; Nuclear hormone receptor DAF-12 (Strongyloides stercoralis); HEK293 ssDAF-12/GRIP1 lit1-tk-luc reporter; % of 3 µM dafachronic acid response; activation, % at 6.8 µM; 370,000 tested, 1% active; AID 652126, 2013;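 active means activation above the mean over all tested compounds plus 3 SD, cut at about 0.9% in these data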;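 further: 0% = DMSO-only wells and 100% = 3 µM delta7-dafachronic acid wells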
hcDAF-12 act: H. contortus DAF-12 nuclear receptor activators, primary screen, cell-based, luminescence, HEK293, lit1-tk-luc reporter; HEK293 hcDAF-12 lit1-tk-luc reporter; 0% DMSO, 100% Δ7-dafachronic acid; AID 652067, 2013; activation, % at 6.8 µM; 370,000 tested, 1.4% active;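 active means activation above the mean of all tested compounds plus 3 SD, cut at about 5.5% in these data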;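 further: 100% = response to 3 µM Δ7-dafachronic acid high control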
PG9 Ab binder: binders of HIV-1 gp120 antibody PG9, primary screen, biochemical, TR-FRET; HIV-1 gp120 / PG9 antibody interaction; TR-FRET gp120-PG9 antibody binding; inhibition, % at 6.7 µM; 360,000 tested, 0.43% active; AID 624416, 2012; in the data active means inhibition above about 8.5%
DAX1 inh-2: DAX1 (NR0B1) inhibitors on StAR promoter, primary screen, cell-based, luminescence, SF-1 (NR5A1), full-length DAX-1; HEK293T StAR-luciferase reporter, SF-1/DAX-1 repression relief; inhibition, % at 6.8 µM; 370,000 tested, 1.1% active; AID 652010, 2013;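 active means inhibition above the mean over all tested compounds plus 3 SD, cut at about 3.6% in these data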;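 further: 0% = DAX-1 cells with DMSO and 100% = cells lacking DAX-1 with DMSO; higher inhibition means more luminescence from relief of DAX-1 repression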
hgDAF12 agonist: H. glycines DAF-12 receptor agonists, primary screen, cell-based, luminescence, HEK293, GAL4 fusion, UAS-luciferase. Nuclear hormone receptor DAF-12 (Heterodera glycines), GAL4 fusion. HEK293 GAL4-hgDAF12 UAS-luciferase reporter, agonist luminescence; normalized to butyrate control. activation, % at 6.8 µM. 370,000 tested, 1.8% active. AID 687014, 2013;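 active means activation above a cutoff set at the mean of all screened compounds plus 3 SD, cut at about 10% in these data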;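 further: 0% = DMSO wells and 100% = sodium butyrate wells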
SMARCA2 activ: SMARCA2 (BRM) function activators, primary screen, cell-based, luminescence, high throughput; 370,000 tested, 1% active; MG213 cells, MMTV-luciferase reporter, dexamethasone, overnight; activation, % at 9.1 µM; in the data active means activation above about 7.8%;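 further: 0% = vehicle wells and 100% = reference activator wells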
An asterisk follows results filed as active; x = no result given. Outcome played no part in choosing rows (roughly 7% active in at least one column).

compound | FXN GAA850 act | Rev-erbA mod | HGIII-sPLA2 inh | PLCb3 inh | DAX1 inh-1 | ssDAF-12 act | hcDAF-12 act | PG9 Ab binder | DAX1 inh-2 | hgDAF12 agonist | SMARCA2 activ
CC1(C)Cc2c(c(N3CCOCC3)nc3sc4c(NCC5CCCO5)nnnc4c23)CS1 (centres undefined) | -0.8 | 4.9 | 1.4 | -13.2 | 0.6 | -1.4 | 1.1 | -0.6 | -0.4 | -0.6 | 4.8
O=C(NCCN1CCN(c2ccccc2)CC1)c1cccn2c(=O)c3ccccc3nc12 | -0.1 | 7.0 | 11.9 | -95.5 | -0.7 | -1.3 | 1.2 | -1.4 | 0.6 | 2.0 | -1.5
Cc1nnc(-c2ccco2)c2cn(-c3cccc(Br)c3)nc12 | 0.9 | -30.1 | -9.1 | -9.3 | 1.1 | -2.7 | -4.1 | -2.5 | -1.7 | -6.3 | -1.0
CCCN(C(=O)c1cc(S(=O)(=O)N2CCCCCC2)ccc1OC)C1CCS(=O)(=O)C1 (centres undefined) | 1.3 | 1.8 | 1.7 | -3.8 | 0.2 | -0.1 | -0.5 | 0.5 | -0.3 | -0.2 | -1.8
COC(=O)c1ccc(C23CC4(C2)[C@H](CN(Cc2ccc(C(F)(F)F)cc2)[C@@H]4c2ccccc2)C3c2ccc(Cl)nc2)cc1 (some centres undefined) | x | -4.9 | 6.0 | -4.3 | x | -1.0 | -0.5 | 0.7 | -0.5 | 0.2 | -0.4
COCCCn1c(SCC(=O)N2CCc3ccccc32)nnc1-c1ccoc1C | 2.4 | -3.8 | 0.9 | -0.4 | -0.2 | -0.4 | 3.5 | 0.7 | 0.6 | 2.5 | -5.8
CC1CCc2sc(C(=O)NC3CCCCC3)cc2C1 (centres undefined) | 5.4 | -0.4 | 6.0 | -4.0 | 4.0 | -1.0 | 3.5 | 0.4 | 2.2 | 12.1* | 1.3
CN(c1ccc(NC(=O)Cc2c[nH]c3ccccc23)cc1)c1ccccn1 | x | 2.4 | -58.7 | -13.0 | x | -0.5 | 1.8 | -0.1 | 0.3 | -1.1 | -1.2
O=C(CSc1nnc(-c2ccc(Cl)cc2)n1Cc1ccco1)Nc1ccc(S(=O)(=O)Nc2nccs2)cc1 | x | 1.5 | -10.3 | -7.5 | x | -1.3 | 0.8 | x | 0.0 | 1.3 | 1.6
Nc1nc(CSCc2ccccc2)nc(N2CCOCC2)n1 | 3.0 | 0.2 | 1.3 | -10.8 | -0.5 | -0.7 | -0.3 | -0.5 | 0.8 | 6.1 | 6.0
COc1ccccc1NC(=O)c1ccccc1C(=O)Nc1ccccc1OC | -0.8 | 0.0 | -0.9 | -7.6 | -0.8 | -1.3 | -2.2 | 2.2 | -2.7 | -0.7 | -2.9
Cc1ccccc1NC(=O)NC1CCS(=O)(=O)C1 (centres undefined) | -0.8 | 6.1 | 1.0 | -0.1 | -1.1 | -0.7 | -0.2 | -0.3 | 0.1 | -0.6 | 3.1
CCOc1ccc(NC(=O)c2ccc(NC(=O)C3CCCO3)cc2)cc1 (centres undefined) | -3.0 | 1.3 | 5.1 | -6.4 | 0.1 | -1.5 | -3.8 | -1.6 | -0.3 | -1.6 | -3.8
CCO[C@H]1OC(C(=O)O)=C[C@@H](c2ccc3c(c2)OCO3)[C@@H]1CCCO | 0.5 | 5.7 | -15.7 | 1.4 | 1.4 | -1.4 | 0.6 | -1.8 | 0.0 | -0.8 | 2.4
CCC(C)Nc1c2c(nc3c(-c4ccccc4)c(C)nn13)CCC2 (centres undefined) | 0.9 | 2.1 | 9.4 | -56.1 | -1.6 | -0.7 | -1.5 | 1.7 | -1.3 | 0.4 | -2.4
Cc1cc(=O)nc2c3ccccc3n(CC(=O)NC(C)c3ccc4c(c3)OCCO4)n12 (centres undefined) | -1.6 | -2.4 | -0.3 | -10.3 | 0.0 | 0.3 | 6.0* | -3.4 | 0.4 | 0.3 | -2.0
COc1ccc(C(=O)OCCN(C)C2CN(Cc3cn(Cc4cccc(C)c4)nn3)S(=O)(=O)C2)cc1OC (centres undefined) | x | -5.0 | -0.1 | 3.4 | x | -0.8 | -2.9 | x | -0.3 | 0.8 | -0.5
Cc1ccc(NC(=O)CSCC(=O)N2CCOCC2)cc1 | -0.6 | 1.3 | 5.7 | 3.9 | 0.0 | -1.0 | 1.8 | -0.1 | -1.4 | -0.8 | 1.9
Cc1cc(C)n2nc(C(=O)OCC(=O)NNC(=O)c3ccc(Cl)cc3)nc2n1 | 0.8 | 0.2 | -1.9 | -2.2 | 0.7 | -1.2 | -0.8 | -0.4 | -1.4 | -0.5 | 1.0
C/C(Cc1ccccc1)=N\NC(=O)CNC(=O)c1ccccc1O | 0.8 | 7.4 | -2.7 | -19.7 | 0.0 | -0.2 | -0.3 | -1.6 | 0.8 | 1.2 | -1.8
Cc1nnc(NC(=O)c2ccc(S(=O)(=O)N3CC(C)CC(C)C3)cc2)o1 (centres undefined) | 0.9 | 1.7 | -1.5 | -11.2 | 0.0 | -1.1 | -1.5 | 1.5 | -0.2 | -0.5 | -4.3
CCN(CC)C(=O)CC[C@H]1CC[C@]2(CCCN(CC3CC3)C2)O1 | x | 1.9 | 4.6 | 0.3 | x | -1.4 | -0.8 | x | 0.2 | -2.2 | -2.4
Cc1ccc(-c2cnn(-c3cccc(C(F)(F)F)c3)c2N)cc1 | 4.6 | -1.4 | 6.5 | 3.2 | 1.8 | -0.7 | 0.6 | -0.7 | 0.9 | 10.2 | 2.5
Cn1cccc1C(NC(=O)c1ccccc1)C(Cl)(Cl)Cl (centres undefined) | -0.2 | 5.3 | -13.4 | -5.8 | -0.1 | -1.2 | 1.2 | -0.3 | -0.8 | 3.3 | -3.2
COc1ccc(/C=N/NC(=O)c2cccc(NC(=O)c3ccc(F)cc3)c2)c(C(=O)O)c1OC | 6.3 | 8.4 | -4.4 | -10.8 | -0.3 | -1.3 | 0.3 | -2.4 | -0.5 | 1.6 | -0.1
Cc1ccc(CNC(=O)c2ccc(N3CCC4(CC3)CC(c3cccc(Br)c3)=NO4)c(NC(=O)c3ccco3)c2)cc1 | 0.5 | 3.9 | -3.0 | -14.4 | -0.8 | -1.1 | -1.9 | -0.9 | -0.4 | 1.1 | 1.1
CCOc1ccc(N(CC(=O)NCc2cccc(OC)c2)S(=O)(=O)c2c(C)noc2C)cc1 | -1.4 | 9.5 | 0.9 | -0.2 | -0.5 | -1.3 | -0.4 | 1.8 | -0.2 | -0.9 | -3.2
O=C(COc1ccc(S(=O)(=O)N2CCCC2)cc1)N1CCN(c2ccccc2F)CC1 | -2.8 | -1.8 | -7.4 | -6.0 | -2.0 | -1.4 | -3.8 | -1.2 | -1.1 | -2.2 | -3.0
COc1ccc(CN2C(=O)c3cccnc3C2O)cc1 (centres undefined) | -0.2 | 3.2 | 7.4 | -0.9 | -0.5 | -0.5 | -1.6 | 0.9 | -0.3 | 0.2 | -4.3
COC(=O)[C@@]12C[C@@H](CC(=O)NCCCN3CCCC3=O)C(=O)N(Cc3ccccc3)C1=CCC(C)(C)C2 | x | 4.8 | 3.5 | -2.0 | x | -0.9 | 1.4 | -0.2 | 1.3 | -1.1 | -2.6
COc1ccc(OCC(O)Cn2c(=N)n(CCN3CCOCC3)c3ccccc32)cc1 (centres undefined) | -1.9 | 3.6 | 2.9 | 4.1 | 1.1 | -1.5 | -0.9 | 1.4 | -0.8 | 0.5 | -4.1
CCCN(CCC)CCNC(=O)C1c2ccccc2C(=O)N(CCOC)C1c1ccc(F)cc1 (centres undefined) | -1.5 | -1.4 | 7.7 | 1.4 | -0.7 | -1.4 | -1.6 | 1.1 | -0.5 | 0.4 | -2.0
COc1ccc(CN2C(=O)C(CC(=O)NC3CCCC3)CC(C(=O)N(C(C)C)C(C)C)=C2C)cc1 (centres undefined) | -0.8 | 2.7 | 12.3 | -8.0 | 0.9 | -0.7 | -2.6 | 0.5 | 0.4 | -0.8 | 0.3
COc1ccc(NC(=O)CCNS(=O)(=O)c2cccc3nonc23)cc1 | -0.9 | 0.9 | 0.4 | -3.5 | 1.5 | -0.7 | -0.2 | -1.4 | -0.2 | -0.4 | -0.7
CSc1nc2ccccc2n1Cc1c(Cl)cccc1Cl | 3.9 | 5.1 | -9.6 | -3.2 | 0.3 | -1.5 | -3.4 | -1.3 | -0.5 | -4.2 | -3.7
C#CCNc1nc(C)nc2c1nnn2Cc1ccccc1F | 1.2 | 2.8 | -0.8 | 1.0 | 0.1 | -1.4 | -1.5 | -0.8 | 0.2 | -1.6 | -0.4
CC1CCC2(CC1)NC(=O)N(CC(=O)NCc1ccc(F)cc1)C2=O (centres undefined) | 1.5 | -7.5 | 10.2 | -4.1 | -0.2 | -0.8 | -0.9 | -1.1 | -0.7 | 1.7 | 0.2
COC(=O)c1sccc1NC(=O)C1C2C=CC(O2)C1C(=O)O (centres undefined) | 0.8 | 5.8 | 8.1 | 2.9 | -0.1 | -0.7 | -0.7 | -2.1 | -0.3 | 0.8 | 4.4
CCOc1ccc2[nH]cc(S(=O)(=O)c3ccc(Cl)cc3)c(=O)c2c1 | -3.2 | -0.5 | -4.2 | -12.2 | -1.1 | -1.8 | -1.4 | 0.0 | -1.6 | -2.8 | -5.1
CCCCCC(=O)N1C[C@@H](n2cc(-c3ccc(F)cc3)nn2)[C@H](O)C[C@@H]1c1ccc(OC)cc1 | 0.2 | 1.0 | -12.2 | 1.2 | -0.7 | -1.4 | -2.5 | -1.1 | -0.2 | 1.7 | -0.7
Cc1ccc(C)c(CSc2nnc(C)c(=O)[nH]2)c1 | 2.0 | 8.4 | 8.2 | -4.2 | 1.1 | -0.7 | 0.2 | -2.5 | -0.5 | -3.1 | -1.1
COc1ccc(CN(C)C(=O)c2[nH]c(C)c(C(C)=O)c2C)c(OC)c1OC | -1.4 | -2.7 | 2.7 | -0.1 | -0.8 | -1.3 | -1.3 | 0.7 | -0.8 | -1.9 | -3.6
CC(C)NC(=O)C1CCN(C(=O)C(C(=O)c2ccccc2)n2cc(Cl)ccc2=O)CC1 (centres undefined) | 0.7 | 5.5 | 0.0 | 0.9 | -0.1 | -0.9 | -0.6 | -0.3 | -0.8 | -0.7 | -5.0
